# TRPV1 ag – HTS Assay for Compounds that Act as Agonists of the Vanilloid Receptor 1; Transient receptor potential cation channel subfamily V member 1 (Homo sapiens), Q8NER1; TRPV1-expressing cells, Fluo-8 calcium influx, agonist mode; activation, % at 8.33 µM; 320,000 compounds, 0.19% hits; AID 540275, 2011; in the data active = activation above about 80%; inconclusive = between about 30% and that limit; also: 0% is about no effect
# Target sequence (Q8NER1 whole entry, looked up): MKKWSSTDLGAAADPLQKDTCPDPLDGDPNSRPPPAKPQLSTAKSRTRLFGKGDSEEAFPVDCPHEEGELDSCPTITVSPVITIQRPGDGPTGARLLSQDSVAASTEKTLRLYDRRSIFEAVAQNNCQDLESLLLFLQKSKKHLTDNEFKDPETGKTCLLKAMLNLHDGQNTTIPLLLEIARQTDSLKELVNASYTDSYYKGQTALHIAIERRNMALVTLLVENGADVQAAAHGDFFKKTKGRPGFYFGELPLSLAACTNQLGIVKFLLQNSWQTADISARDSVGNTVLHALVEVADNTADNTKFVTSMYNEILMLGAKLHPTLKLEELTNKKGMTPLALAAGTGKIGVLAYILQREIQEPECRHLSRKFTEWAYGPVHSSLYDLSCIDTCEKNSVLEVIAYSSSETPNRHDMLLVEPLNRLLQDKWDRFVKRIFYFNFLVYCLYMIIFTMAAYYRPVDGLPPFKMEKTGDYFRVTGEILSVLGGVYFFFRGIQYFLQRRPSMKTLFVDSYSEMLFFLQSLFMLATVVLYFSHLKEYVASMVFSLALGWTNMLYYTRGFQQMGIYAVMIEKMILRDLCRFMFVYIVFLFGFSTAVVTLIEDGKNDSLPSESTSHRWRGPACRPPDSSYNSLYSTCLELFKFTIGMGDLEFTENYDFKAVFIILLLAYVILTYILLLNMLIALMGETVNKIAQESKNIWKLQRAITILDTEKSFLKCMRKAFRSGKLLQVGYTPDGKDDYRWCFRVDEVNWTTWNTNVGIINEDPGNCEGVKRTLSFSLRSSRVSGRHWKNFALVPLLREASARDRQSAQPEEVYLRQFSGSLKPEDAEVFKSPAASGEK
#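 Fluo-8 calcium influx in TRPV1-expressing cells, kinetic read (ex 480/em 520 nm). Compound added and read 3 min for agonist activity, followed by capsaicin at EC20 final and 2 min further read for enhancement.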
# Integrin act MD – qHTS for Activators of Integrin-Mediated Alleviation for Muscular Dystrophy | 350,000 compounds, 0.064% hits | AID 624291, 2012 | alpha7betagal myoblasts, beta-gal FDG fluorescence, 48 h | Potency, µM (highest dose often 38.3 µM), without a hit: top-dose activation, hits mostly activators;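 also: potency is read from the fitted curve at half-maximal effect; 100% = response of the positive control SU9516; nearly all actives have a fitted effect of over 60% in size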
#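 alpha7betagal+/- myoblasts (passage 13, 250/well) treated 48 h at 37C with compounds at 1:260 dilution of DMSO stock. Lysed, then beta-galactosidase activity read as FDG fluorescence (ex 480/em 540) after 30 min, with pre-read for autofluorescence.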
# B2AR arrestin – qHTS assay of beta-arrestin-biased ligands of beta2-adrenergic receptor. Beta-2 adrenergic receptor (Homo sapiens), P07550. beta-arrestin recruitment to beta2AR, cell-based reporter. Potency, µM (highest dose often 46.1 µM), for inactives: top-dose activation, hits mostly activators. 330,000 compounds, 0.02% hits;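 also: potency is read from the fitted curve at half-maximal effect; 0% = DMSO controls and full agonism = EC100 isoproterenol or metaproterenol; nearly all actives have a fitted effect of over 65% in size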
# ELG1 genotoxic – qHTS screen for small molecules that induce genotoxicity in human embryonic kidney (HEK293T) cells expressing luciferase-tagged ELG1; 330,000 compounds, 1.3% hits; AID 504466, 2011; Potency, µM (series often up to 46 µM), inactives show at the highest dose activity change, positive = activation, most hits filed as activators; HEK293T ELG1-luciferase reporter, luminescence, 16 h; also: potency is read from the fitted curve at half-maximal effect; % of control where 0% means no effect; nearly all actives have a fitted effect of over 60% in size
#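 HEK293T cells expressing luciferase-tagged ELG1 were exposed to compound or DMSO vehicle for 16 hr at 37 °C and 5% CO2. Luciferase activity was then measured with ONE-Glo after 30 min at room temperature.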
# USP2a inh – qHTS Assay for Inhibitors of Ubiquitin-specific Protease USP2a Using CHOP2 as the Reporter | Ubiquitin carboxyl-terminal hydrolase 2 (Homo sapiens), O75604 | USP2 core, Ub-CHOP2 coupled fluorogenic reporter, 485/531 | Potency, µM (titrated, usually from 38.3 µM), for inactives: at the highest dose activity change, negative = inhibition, hits mostly inhibitors | 330,000 compounds, 0.01% hits | AID 463254, 2010;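 also: potency is read from the fitted curve at half-maximal effect; plate controls were DMSO wells for no effect and full inhibition by NEM control for full effect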
#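 Cell-free coupled assay: 10nM USP2 core preincubated 30min RT with compound in Tris-HCl pH 8.0/CaCl2/CHAPS buffer, then 25nM Ub-CHOP2 and 25nM reporter substrate; fluorescence (Ex 485/Em 531) read after 60min RT, normalized to NEM inhibition, concentration-response curves fitted.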
# PTAP TSG101 blk – qHTS Assay for Iinhibitors of HIV-1 Budding by Blocking the Interaction of PTAP/TSG101 | Tumor susceptibility gene 101 protein (Homo sapiens), Q99816 | Potency, µM (highest dose often 115 µM), without a hit: at the highest dose activity change, negative = inhibition, actives largely listed as inhibitors | AID 493005, 2010 | 340,000 tested, under 10 active | Fluorescence polarization, FITC-PTAP peptide / Tsg101 binding; active = well fitted inhibition curve with a large enough effect in the main read-out, with a control signal flat, not every such curve was filed as active; inconclusive = small, poorly fitted or top-dose-only effect, or effect the other way, or a change in a side signal; inactive = no such curve, though single readings can be large or run the other way; also: potency is read from the fitted curve at half-maximal effect; % of control where 0% means no effect
#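 Steps: Tsg101 binding domain dispensed (10 uM final), compounds pinned in DMSO, FITC-labeled PTAP-motif peptide added (50 nM final); after 20 min binding at room temperature, polarization measured.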
# BRCA1 expr act – qHTS Assay to Identify Small Molecule Activators of BRCA1 Expression. MCF7-BRCA1-FFLuc reporter, luminescence, 48 h; response scale: scaled: vehicle 0%, 10 µM genistein 100%. Potency, µM (top dose mostly 46.1 µM), without a hit: at the top dose activation, usual class: activators. 380,000 compounds, 1.1% hits; also: potency is read from the fitted curve at half-maximal effect; nearly all actives have a fitted effect of over 80% in size; some results filed as inactive show a strong effect at the top dose
#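 Quantitative HTS in MCF7 cells stably reporting BRCA1 expression via firefly luciferase. Compound treatment lasts 48 h at 37 °C in phenol-red free MEM. Activation is expressed relative to genistein at 10 microM and DMSO.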
# Eya2 phos inh – qHTS Assay for Inhibitors of the Phosphatase Activity of Eya2 | 330,000 compounds, 0.006% hits | Potency, µM (series often up to 76.9 µM), inactives show top-dose activity, negative = inhibition, usual class: inhibitors | recombinant Eya2, OMFP fluorescence dephosphorylation (OMFP is methylfluorescein phosphate) | Protein phosphatase EYA2 (Homo sapiens), O00167; also: potency is read from the fitted curve at half-maximal effect; % is scaled to controls: 0 for no effect and ±100 for the full control effect
#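 Eya2 protein (added as 0.2 uM solution) was preincubated with compound for 10 min at ambient temperature in 50 mM HEPES pH 7.5, 50 mM NaCl, 5 uM MgCl2, 0.05% BSA, 1 mM DTT. OMFP (added at 50 uM) then reacted 10 min; fluorescence read at 485/525 nm.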
# uPA surface inh – qHTS for Inhibitors of Cell Surface uPA Generation; cell surface uPA generation assay, qHTS; Potency, µM (titrated, usually from 38.3 µM), for the others: at the top dose activity change, negative = inhibition, most hits filed as inhibitors; 330,000 compounds, 0.31% hits; AID 540303, 2011; active = well fitted inhibition curve with a large enough effect; inconclusive = small, poorly fitted or top-dose-only effect; inactive = no such curve, though single readings can be large or run the other way; tested in mouse RAW 264.7 cells; also: potency is read from the fitted curve at half-maximal effect; % is scaled to controls: 0 for no effect and ±100 for the full control effect; nearly all actives have a fitted effect of over 55% in size
# p53 reactivator – qHTS assay for re-activators of p53 using a Luc reporter; H1299 p53-A138V BP100-luciferase reporter, luminescence, 24 h; Potency, µM (series often up to 92.2 µM), inactives show at the top dose activity change, positive = activation, most hits filed as activators; 320,000 compounds, 0.063% hits; also: potency is read from the fitted curve at half-maximal effect; % of control where 0% means no effect; nearly all actives have a fitted effect of over 45% in size
#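 H1299 (p53-null), stable ts p53-A138V + BP100-Luc; 1000 cells/well, Opti-MEM/10% FBS; cpd 4 pt, 1:5; 24 h, 37 deg C, 5% CO2; detection reagent 10 min RT; luminescence.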
# ASM inhibitor – Inhibitors of Secretory Acid Sphingomyelinase (S-ASM): qHTS | Sphingomyelin phosphodiesterase (Homo sapiens), P17405 | placental ASM, HMU-PC fluorogenic substrate, 60 min | Potency, µM (titrated, usually from 57.5 µM), for the others: top-dose activity change, negative = inhibition, usual class: inhibitors | 340,000 compounds, 0.006% hits; also: potency is read from the fitted curve at half-maximal effect
#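 HMU-PC0 cleavage (9 uM final) by human placental ASM, 60 min at 37 °C following 10 min compound exposure at RT; stopped at pH 10, fluorescence Ex 386/Em 447 nm.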
# Starred values were filed as active, the others as inactive; ? = inconclusive; · = no result given; [ ] = another dose, or the depositor's remark. Unless noted, calls follow the shape of the dose curve; as a rule, active = well fitted curve in the direction sought with a large enough effect; inconclusive = small, poorly fitted or top-dose-only effect, or another doubt; inactive = no such curve, though single readings can be large; an effect the other way counts as inactive or inconclusive. No enrichment for hits; any-hit rate near 2.6%.
# Value order – TRPV1 ag, Integrin act MD, B2AR arrestin, ELG1 genotoxic, USP2a inh, PTAP TSG101 blk, BRCA1 expr act, Eya2 phos inh, uPA surface inh, p53 reactivator, ASM inhibitor
(1) NC(=O)CC(NC(=O)Cc1ccc(Br)cc1)c1ccc(NCCN2CCOCC2)c([N+](=O)[O-])c1 (stereo not given)
→ 1, -16%, -0.7%, 5%, 0%, 0%, 2%, 8%, 10%, 2%, -9%
(2) CCOc1ccc(N2C(=O)CSC2=NC#N)cc1
→ -1, -7%, -0.2%, 0%, 0%, -2%, -5%, 16%, -1%, 4%, 4%
(3) CN(C)/C=C/C(=O)c1cccc(Cl)c1
→ 0, 3%, 1.0%, 7%, -1%, 0%, 30%, 10%, -6%, -1%, -1%
(4) COc1cc(-c2noc(CCCC(=O)NCc3ccco3)n2)cc(OC)c1OC
→ 2, -12%, 0.2%, -3%, 1%, -8%, 3%, 11%, 0%, 7%, -3%
(5) COCCSc1nnc(NC(=O)c2ccco2)s1
→ 0, 27%, -0.1%, ?, 0%, 0%, 41%, 15%, 2%, ?, -1%
(6) CC(C)c1ccc(NC(=O)CCCN2C(=O)NC(C)(C)C2=O)cc1
→ 25, -14%, 2.1%, -1%, 1%, -2%, -1%, 21%, 2%, 4%, 6%
(7) COc1cccc(C(=O)Nc2nc(-c3ccc4c(c3)OCO4)cs2)c1
→ -1, 20%, -0.1%, 15%, -2%, 0%, 49%, 13%, -1%, -3%, -22%
(8) O=C1CNC(=S)N1c1nc(-c2ccccc2)cs1
→ 0, 6%, 0.0%, ?, 2%, -3%, -41%, -6%, 10%, 10µM*, 0%
(9) Nc1cc(=O)[nH]c(SCC(=O)N2CCCC2)n1
→ ·, 9%, -0.3%, 0%, 1%, -1%, 0%, 1%, 17%, 2%, 5%
(10) Cn1c(=O)[nH]c(=O)c2c1nc(Sc1nc3ccccc3s1)n2Cc1ccccc1
→ 3, -47%[inhibitor], 0.0%, 0%, 4%, 1%, -34%, 3%, -3%, 1%, -2%
(11) NNC(=O)c1nnsc1-c1csnn1
→ ·, 10%, ·, ·, ·, -2%, -23%, ·, 13%, ·, 0%
(12) O=C(COc1ccc(Cl)cc1)N1CCCCCCC1
→ 30, -16%, 0.3%, 1%, -8%, -2%, 12%, -9%, -1%, 24%, -1%
(13) CCC(C)NC(=O)CNC(=S)N(Cc1ccccc1F)C1CCCCC1 (stereo not given)
→ 19, 5%, -0.1%, -4%, 0%, 0%, -36%, 5%, 4%, 2%, 0%
(14) Cc1ccc(S(=O)(=O)NCc2ccccc2)cc1C(=O)N(C)Cc1ccccc1F
→ 11, 19%, -0.3%, -5%, 0%, -4%, -10%, -13%, 0%, 0%, -1%
(15) CCOc1ccccc1C(=O)N[C@H](C(=O)OCc1csc(CC(=O)Nc2ccc(C)cc2)n1)C(C)C
→ ·, -15%, 5.4%, -9%, -2%, 1%, -43%, -3%, -6%, -5%, -5%
(16) Cc1cccc(OCCNC(=O)CSc2ccc(C(F)(F)F)cc2[N+](=O)[O-])c1
→ 2, -17%, 0.0%, 3%, 0%, -2%, -13%, -8%, 9%, -1%, -2%
(17) CCSc1cc(C)nc2c(-c3ccccc3)c(C)nn12
→ 8, -12%, 5.0%, -1%, 3%, 1%, 2%, -20%, ·, 3%, -1%

# Sorted by heavy-atom count (rising): four of the compounds above.
# Value order – TRPV1 ag, Integrin act MD, B2AR arrestin, ELG1 genotoxic, USP2a inh, PTAP TSG101 blk, BRCA1 expr act, Eya2 phos inh, uPA surface inh, p53 reactivator, ASM inhibitor
(11) NNC(=O)c1nnsc1-c1csnn1
→ ·, 10%, ·, ·, ·, -2%, -23%, ·, 13%, ·, 0%
(9) Nc1cc(=O)[nH]c(SCC(=O)N2CCCC2)n1
→ ·, 9%, -0.3%, 0%, 1%, -1%, 0%, 1%, 17%, 2%, 5%
(8) O=C1CNC(=S)N1c1nc(-c2ccccc2)cs1
→ 0, 6%, 0.0%, ?, 2%, -3%, -41%, -6%, 10%, 10µM*, 0%
(13) CCC(C)NC(=O)CNC(=S)N(Cc1ccccc1F)C1CCCCC1 (stereo not given)
→ 19, 5%, -0.1%, -4%, 0%, 0%, -36%, 5%, 4%, 2%, 0%

# Down the list, from the results shown:
# Nos. 8–16 in PTAP TSG101 blk, in turn: -3%, -1%, 1%, -2%, -2%, 0%, -4%, 1%, -2%
# Nos. 8–16 in Eya2 phos inh, in turn: -6%, 1%, 3%, ·, -9%, 5%, -13%, -3%, -8%

# Screening results (PubChem BioAssay)
